mcGAS lum = blocks mouse cGAS activity; Q8C6L5; recombinant cGAS, Kinase-Glo ATP depletion luminescence; inhibition, % at 12.5 µM; actives 0.15% (n = 160,000);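 also: 0% = negative control wells and 100% = reference inhibitor with no enzyme activity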
NPYLR7 agonist = mosquito NPYLR7 agonism | HEK293T NPYLR7/Galpha15, GCaMP6s calcium fluorescence | activation, % at 10 µM | actives 0.15% (n = 270,000); in the data active = activation above about 40%;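 also: 0% = vehicle and 100% = reference agonist at the receptor; some compounds past the cut are filed as inactive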
hcGAS inh = inhibitors of human cGAS. Q8N884. recombinant h-cGAS, ATP depletion, Kinase-Glo luminescence. inhibition, % at 12.5 µM. actives 0.081% (n = 290,000). AID 1259398;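 also: 0% = vehicle reaction and 100% = reaction without DNA for no activity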
Target sequence (Q8N884 whole entry, looked up): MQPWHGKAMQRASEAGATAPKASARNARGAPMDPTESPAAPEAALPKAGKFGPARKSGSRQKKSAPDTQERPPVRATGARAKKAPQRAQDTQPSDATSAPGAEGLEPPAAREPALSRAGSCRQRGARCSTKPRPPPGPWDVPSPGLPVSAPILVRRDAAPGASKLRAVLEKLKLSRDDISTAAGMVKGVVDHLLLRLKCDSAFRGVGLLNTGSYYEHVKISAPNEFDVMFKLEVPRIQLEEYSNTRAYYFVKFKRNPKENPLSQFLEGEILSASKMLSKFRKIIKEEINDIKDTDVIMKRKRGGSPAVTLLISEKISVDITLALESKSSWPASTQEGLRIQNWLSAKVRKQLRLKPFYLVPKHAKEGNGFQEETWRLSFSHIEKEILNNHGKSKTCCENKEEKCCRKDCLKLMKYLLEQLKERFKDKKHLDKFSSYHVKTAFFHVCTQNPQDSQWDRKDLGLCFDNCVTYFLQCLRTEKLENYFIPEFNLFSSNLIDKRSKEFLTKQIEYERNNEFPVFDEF
* marks the source's active call; other numbers are inactive results; . = no result given; & = joins results of further samples. Rule as the data show it, unless noted: active = inhibition above about 40%; inactive = the rest. Random draw from the library; any-hit rate near 0.27%.

Preview:
Sequence of screens: mcGAS lum	NPYLR7 agonist	hcGAS inh
Cc1cccc(CN(Cc2ccco2)CC(O)COc2ccc(Cl)cc2)c1 (configuration not stated)
  -2	6	2
CCCC(C)C(=O)N1CCN(C(c2ccccc2)c2ccc(Br)cc2)CC1 (configuration not stated)
  -6	27	-10

Main list, repeating the preview:
Sequence of screens: mcGAS lum	NPYLR7 agonist	hcGAS inh
Cc1cccc(CN(Cc2ccco2)CC(O)COc2ccc(Cl)cc2)c1 (configuration not stated)
  -2	6	2
CCCC(C)C(=O)N1CCN(C(c2ccccc2)c2ccc(Br)cc2)CC1 (configuration not stated)
  -6	27	-10
CCCCN(C)c1ccc(NC(=O)N2CCN(CC(N)=O)CC2)cc1
  .	3	5
COc1cccc(NC(=O)NCCNc2ccc(Nc3cccc(C)n3)nn2)c1
  .	11	-9
CC(C)Cc1ccc(C(NCc2nnc(C(C)C)o2)C(C)C)cc1 (configuration not stated)
  .	6	-8
CCc1nc2n(n1)C(=O)C(C(c1cccs1)N1CCN(c3ccc(OC)cc3)CC1)S2 (configuration not stated)
  -7	-7	-4
Cc1cc(C(C)NC(=O)c2cccc3c2OCCO3)c(C)o1 (configuration not stated)
  -7	6	-12
Cc1ccc(N2CCC(C(=O)NCC(C)C)C2=O)c(Cl)c1 (configuration not stated)
  .	6	-18
CCc1nc(-c2ccccc2)nc(N2CCN(C(=O)c3ccco3)CC2)c1Cc1cc(C)ccc1C
  -6	0	-5
O=C(NCc1ccc(Cl)cc1)NCC1CNCCOC1 (configuration not stated)
  .	5	-2
Cc1ccccc1N1CCN(c2cc(Cl)nc(SCc3cccc(C(=O)NCc4cccc(C(F)(F)F)c4)c3)n2)CC1
  -7	17	-9
CN(CC1CC(=O)N(C(C)(C)C)C1)c1nccc(CCC(F)(F)F)n1 (configuration not stated)
  2	1	1
CCc1nc(C)ccc1OCC(=O)N1CCCC2(CN(C)C(=O)O2)C1 (configuration not stated)
  .	6	-5
Cc1ccc(CNC(=O)CCn2cnc3sccc3c2=O)cc1
  .	2	-11
COc1cccc(Cc2[nH]nc3ccnc(-c4cccc(OC)c4)c23)c1
  -5	-4	0
O=C(CCN1CCCCO1)N1CCCC(CNS(=O)(=O)c2cccs2)C1 (configuration not stated)
  -3	3&2	-8&-2
COc1ccc(C(=O)N2CCN(c3cc(Cl)nc(SCC(=O)NCCN4CCCC4)n3)CC2C)cc1 (configuration not stated)
  -2	.	-4
CCOC(=O)c1nn(-c2ccc(F)cc2)c(=O)cc1OS(=O)(=O)c1ccc(F)cc1F
  -6	8	-4
CCc1noc(C)c1C(=O)Nc1cc(C(=O)O)ccc1Cl
  .	-14	-8
CC(C)c1ccccc1NC(=O)CN1C(=O)C(Oc2ccccc2)C1c1ccccn1 (configuration not stated)
  .	16	-5
O=C(NNC(=S)Nc1ccccc1)c1cccnc1
  -6	5	-3
O=C(CCCOc1ccccc1)N1CCC(c2ccccc2)CC1
  -4	12	-1
CC(=O)NC1C(Oc2cccc(C)c2)OC(COC(C)=O)C(OC(C)=O)C1OC(C)=O (configuration not stated)
  -9	6	2
CCOc1ccc(-n2nnnc2CNC(=O)c2cccc3ccccc23)cc1
  -7	11	-5
CCOC(=O)Cn1c(=NC(=O)c2cc(C)n(CC)n2)sc2cc(F)ccc21
  .	0	-1
Cc1c(C)c(C(=O)NCc2ccc3c(c2)OCO3)n(Cc2ccc(F)cc2F)c1C
  1	10	3
Cc1ccc(C2=NN(C(=O)Cn3cnc4sc5c(c4c3=O)CCC5)C(c3ccco3)C2)o1 (configuration not stated)
  .	6	-6
Cc1cc(O)c(C2OC(=O)c3ccccc32)c(=O)n1CCO (configuration not stated)
  3	-5	5
CN(Cc1ccc(-n2cccn2)cc1)C(=O)C1CCC(=O)N(CCc2ccc(Cl)cc2)C1 (configuration not stated)
  -9	5	-8
CCCC(=O)N1CCCCC1C(=O)NC(C)CCC1CCCO1 (configuration not stated)
  .	5	-11
CC(Oc1ccccc1)C(=O)N1CCC(CCc2ccc(-c3ccccc3)cc2)CC1 (configuration not stated)
  -8	2	-5
CCC(CC)NC1CC(=O)N(CC)C1 (configuration not stated)
  .	9	-4
CC(OC(=O)CCN1CCCS1(=O)=O)c1ccc2c(c1)Nc1ccccc1S2 (configuration not stated)
  .	1&7	-2&-7
Cc1cc(=O)[nH]c(-n2ncc(C(=O)Nc3ccc(F)cc3F)c2C)n1
  .	1	-6
Clc1cc2c(c(CSc3nnc(-c4ccccc4)c4ccccc34)c1)OCOC2
  .	0	-4
CCc1ncc(CN2CCC3(CCCN(C(=O)c4cccc(C)c4)C3)C2)cn1 (configuration not stated)
  -7	-1	-3
COc1cccc2cc(C(=O)NCCC3CCCCN3S(=O)(=O)c3ccc(C)cc3)oc12 (configuration not stated)
  .	2	-8
O=C(N=Nc1c(O)n(Cc2ccccc2)c2ccccc12)c1ccc2ccccc2n1
  -3	1	-3
Cc1ccc(-c2nc3scc(CCNS(=O)(=O)c4ccc(F)c(C)c4)n3n2)cc1
  -1	8	1
Cc1cc(CNC(=O)c2cccc(OCC(N)=O)c2)c2[nH]c(C)c(C)c2c1
  -13	.	-2

Record cards (already shown). Screens in order: mcGAS lum, NPYLR7 agonist, hcGAS inh
CN(Cc1ccc(-n2cccn2)cc1)C(=O)C1CCC(=O)N(CCc2ccc(Cl)cc2)C1 (configuration not stated) is listed as -9, 5, -8
O=C(N=Nc1c(O)n(Cc2ccccc2)c2ccccc12)c1ccc2ccccc2n1 is listed as -3, 1, -3
Cc1ccc(C2=NN(C(=O)Cn3cnc4sc5c(c4c3=O)CCC5)C(c3ccco3)C2)o1 (configuration not stated) is listed as ., 6, -6
COc1cccc2cc(C(=O)NCCC3CCCCN3S(=O)(=O)c3ccc(C)cc3)oc12 (configuration not stated) is listed as ., 2, -8
Cc1c(C)c(C(=O)NCc2ccc3c(c2)OCO3)n(Cc2ccc(F)cc2F)c1C is listed as 1, 10, 3

New compounds follow:
Sequence of screens: mcGAS lum	NPYLR7 agonist	hcGAS inh
CCCc1nc(N2CCCN(C(=O)Nc3ccc([N+](=O)[O-])cc3)CC2)c2c(-c3ccccc3)noc2n1
  -7	16	-5
CCN(CC)C(=O)Oc1ccc2c(ccn2Cc2cc(C)cc(C)c2)c1NC(=O)C1COc2ccccc2O1 (configuration not stated)
  -4	2	-6
C=CCNC(=O)c1cc(-c2cc(C(=O)NCC=C)c3ccccc3n2)nc2ccccc12
  -5	-1	-7
COc1cccc(C(CC(=O)N2CC3(C)CC2CC(C)(C)C3)c2c[nH]c3ccccc23)c1OC (configuration not stated)
  -4	22	-9
O=C(CN1CCN(C(=O)c2sc3cc(F)ccc3c2Cl)CC1)Nc1ccc(F)cc1
  -5	5	-7
COCCNC(=O)c1cc(NC(=O)C(C)Cl)ccc1N1CCN(c2ccccc2OC)CC1 (configuration not stated)
  -1	.	6
O=C(NCc1ccc(-c2ncc(-c3ccc(F)cc3)[nH]2)cc1)c1cc(Cl)cc(Cl)c1
  -6	22	-7
CCCC(CCC)C(=O)NCCn1ncc2c(N3CCCC3)nc(SC(C)C)nc21
  -8	1	-3
O=S(=O)(NC1(c2ccccc2)CCOCC1)c1ccccc1F
  .	10	-10
CCSc1nc(CC(=O)NC[C@H]2CCc3ccccc3O2)cs1
  .	10	-6
CCCCc1ccc(C(=O)N(CCCC)CC(=O)N2c3ccccc3-n3cccc3C2c2ccccc2)cc1 (configuration not stated)
  -6	-2	-3
Cc1ccoc1C(=O)N1CCC(Cc2n[nH]c(=O)n2-c2ccccc2)CC1
  -9	3	0
CC(C)(C)C1CC2CC(=O)CC(C1)C2=O (configuration not stated)
  .	10	-5
CCc1c(C)nn(CC(=O)N2CCC3(CCCNC3)C2)c1C (configuration not stated)
  .	-3	-3
CCc1nnc(CN2CCCC3(CCCCCC3)C2)o1
  .	-1	2
Fc1ccccc1N1CCN(Cn2cnc3ccccc32)CC1
  .	-5	-8
CC(Cn1cccn1)OC(=O)c1cc(C(C)C)nn1C (configuration not stated)
  .	3	-4
Cc1cc(NC(=O)COc2ncnc3sccc23)no1
  .	1	-3
CC(=O)Nc1ccc(Cl)cc1NCc1nccn1Cc1ccccc1
  .	0	4
CCCc1cc(CNC(=O)Cc2cc(C)no2)on1
  -14	2	-3
Sc1c(Cl)cccc1Cl
  .	6	-6
CN(C)CC(C)(C)CNC(=O)c1cc(F)cc(F)c1
  -8	1	-16
COC(=O)NNc1ncnc2c1nnn2C
  .	13	-8
CCC1(C)NC(=O)N(/N=C2\CCCOc3ccc(F)cc32)C1=O (configuration not stated)
  .	3	-15
CC(C)C(N)c1csc(Nc2ccccn2)n1 (configuration not stated)
  .	1	-10
Cc1ccc(S(=O)(=O)Nc2cc3c(cc2Cl)NC(=O)C3)cc1
  .	1&9	-8&-1
NC(=O)C1CCN(C(=O)OCC(F)(F)F)CC1
  .	10	-3
Cc1[nH]c2ccccc2c1CC(=O)N(Cc1nccn1C)C1CC1
  .	-5	-4
CN(Cc1ccccc1)C(=O)C[C@@H]1O[C@H](CNC(=O)Nc2ccccc2)[C@@H](O)[C@H]1O
  -7	-4	-7
COc1cc([N+](=O)[O-])cc(/C=C2/SC(=S)N(CC(=O)O)C2=O)c1O
  -4	-6	-4
Cc1nnc(NCC(C)(C)N2CC(C)OC(C)C2)c(C#N)c1C (configuration not stated)
  .	4	-18
Cc1noc(C)c1CCC(=O)O
  .	13	-10
CC(C)C1CN(C(=O)Cn2ccccc2=O)CCCN1Cc1ccc(F)cc1 (configuration not stated)
  .	0	0
COC(=O)c1ccc(C(=O)OC)c(NCc2cc(=O)oc3cc(C)c(O)cc23)c1
  -7	3	-5
CCC1CN(C(=O)CCN2CCN(c3ccccn3)CC2)CCS1 (configuration not stated)
  .	3	-12
Nc1nc(COC(=O)CC23CC4CC(CC(Br)(C4)C2)C3)nc2ccccc12
  .	0	-2
COc1cc2sc(=NC(=O)c3ccnn3C)n(CCSC)c2cc1OC
  -1	.	0
CCCNC(=O)C1(C)CCCN(Cc2ccc(S(C)(=O)=O)cc2)C1 (configuration not stated)
  -2	9	0
O=C(c1cc([N+](=O)[O-])ccc1Cl)N1CCN(c2ccc(F)cc2)CC1
  .	0	-2
O=c1oc2ccccc2cc1-c1csc(NCc2ccc(F)cc2)n1
  -4	7	-4
CN1C[C@@H](NC(=O)c2ccco2)C[C@H]1C(=O)N1CCc2ccccc2C1
  -12	15	-6
Brc1ccc(C=C(c2ccccc2)c2ccncc2)cc1
  .	2	-4
COc1ccccc1-c1c(C(F)(F)F)oc2c(CN3CCC(C)CC3)c(O)ccc2c1=O
  -5	-9	-6
CCC(CC)C(=O)N(C)c1c(C)nc2c(OCc3ccccc3C)cccn12
  -1	7	-4
CCc1nc2ccc(C(=O)Nc3cc(-c4ccccc4)ccc3OC)cn2c1N(C)Cc1nccs1
  -5	-3	-9
Cc1ccc(NCC(=O)N2CCN(S(=O)(=O)c3ccccc3)CC2)cc1F
  -5	4	-2
Cc1ccc(NS(=O)(=O)c2ccc(NN=C3CCC(C)CC3)c([N+](=O)[O-])c2)c(C)c1 (configuration not stated)
  0	-3	-5
C=C(C)Cn1c(=O)c2c(nc3n(-c4ccc(OC)cc4OC)c(C)c(C)n23)n(C)c1=O
  .	3	5
Cc1ccc(C(O)=C2C(=O)C(=O)N(Cc3cccnc3)C2c2cccnc2)cc1 (configuration not stated)
  .	1	-5
C#CCn1c(=NC(=O)CN2C(=O)CCC2=O)sc2cc(F)ccc21
  .	5	-6
CNC(=O)COC(=O)C=Cc1ccco1
  .	-4	-6
CCOc1cc(CN(C)Cc2ccncc2C)ccc1O
  .	17	5
Cc1cc(=O)[nH]c(-n2nc(C)cc2NC(=O)c2ccc([N+](=O)[O-])cc2)n1
  -7	7	-5
CCCCOC(=O)Cn1c(=O)c2c(nc3n2CCCCN3c2ccc(OCC)cc2)n(C)c1=O
  .	-2	-3
OCCC1CN(Cc2cccc3cccnc23)CCN1C1CCCCC1 (configuration not stated)
  .	-1	-4
O=C(c1cc(COc2ccc3ncccc3c2)on1)N1CCC(c2ccncc2)CC1
  .	6	-2
O=C(NCc1ccc(F)cc1)c1cc(C2CCCCN2C(=O)OCCF)on1 (configuration not stated)
  -6	3	-7
O=S(=O)(Nc1ccc(S(=O)(=O)C(F)F)cc1)C1=Cc2ccccc2CC1
  -5	-3	-7
COc1ccccc1C(=O)Nc1ccc(-c2c(-c3ccc(N(C)C)cc3)nn(-c3ccc(C)cc3C)c2OC(C)=O)cc1
  -6	-2	-3
Cn1cc(-c2cnn3c(N)c(Br)c(C4CCCNC4)nc23)cn1 (configuration not stated)
  -6	3	-7

In a second layout: entries from further up
| canonical_smiles | mcGAS lum | NPYLR7 agonist | hcGAS inh |
| --- | --- | --- | --- |
| Brc1ccc(C=C(c2ccccc2)c2ccncc2)cc1 | . | 2 | -4 |
| COc1ccccc1-c1c(C(F)(F)F)oc2c(CN3CCC(C)CC3)c(O)ccc2c1=O | -5 | -9 | -6 |

Next section:
Sequence of screens: mcGAS lum	NPYLR7 agonist	hcGAS inh
Cc1cc(Br)ccc1N1C(=O)C2CC=CCC2C1=O (configuration not stated)
  -8	1	-5
O=C1CC(c2cnc3ccccc3n2)c2c(n[nH]c2-c2cccs2)N1 (configuration not stated)
  -10	28	-5
O=[N+]([O-])c1cc(Cl)cc(C=NN2CCOCC2)c1O
  -9	4	2
COc1ccc(C(=O)N2CCN(c3ccc(-n4nc(C)cc4C)nn3)CC2)cc1
  -9	-3	-6
CCOC(=O)c1nn(-c2ccc(C)cc2)c(=O)cc1OCC(=O)Nc1ccccc1OC
  .	5	0
Cc1ccc2nc(CSc3n[nH]c(N)n3)cc(=O)n2c1
  .	4	-8

Screens as filed in PubChem BioAssay.
